Source: PubChem BioAssay (several laboratories)
UHRF1 MBD2 ctr = UHRF1 methylated DNA binding inhibitors, primary screen, counter-screen for MBD2 inhibitor project, biochemical, TR-FRET, human UHRF1, single concentration. UHRF1 binding to methylated oligo. AID 687016, 2013. 0.75% of 370,000 active. E3 ubiquitin-protein ligase UHRF1 (Homo sapiens), Q96T88. inhibition, % at 4.4 µM; in the data active = inhibition above about 21%;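 also: UHRF1 SRA domain binding a hemimethylated CpG hairpin DNA probe; 0% = median of test compound wells and 100% = reference inhibitor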
MBD2 inh = inhibitors of MBD2 binding to methylated DNA, primary screen, biochemical, TR-FRET, DNA-binding domain, human; Methyl-CpG-binding domain protein 2 (Homo sapiens), Q9UBB5; MBD2 binding to methylated oligonucleotide; inhibition, % at 4.4 µM; 0.31% of 370,000 active; AID 686964, 2013; in the data active = inhibition above about 13%
Target sequence (Q9UBB5 whole entry, looked up, the tested form may be a part): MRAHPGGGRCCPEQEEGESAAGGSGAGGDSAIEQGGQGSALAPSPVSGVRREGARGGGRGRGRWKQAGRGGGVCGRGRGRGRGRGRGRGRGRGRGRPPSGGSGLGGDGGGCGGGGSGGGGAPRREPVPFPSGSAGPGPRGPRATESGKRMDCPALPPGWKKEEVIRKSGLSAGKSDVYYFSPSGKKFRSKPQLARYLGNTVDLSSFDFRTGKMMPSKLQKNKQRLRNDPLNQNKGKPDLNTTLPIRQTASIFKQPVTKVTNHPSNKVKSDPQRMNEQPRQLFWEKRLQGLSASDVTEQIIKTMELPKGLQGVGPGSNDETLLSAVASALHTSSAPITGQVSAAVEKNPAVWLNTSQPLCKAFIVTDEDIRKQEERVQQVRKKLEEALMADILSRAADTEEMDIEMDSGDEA
LEDGF integ inh = blockers of LEDGF/p75-dependent integrase strand transfer – biochemical, TR-FRET, high throughput, primary screen; TR-FRET IN-LEDGF/p75 DNA integration, Eu/Cy5; inhibition, % at 3.7 µM; 0.64% of 370,000 active;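 active = inhibition above the screen-wide mean plus 3 SD, cut at about 13% in these data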;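 also: signal is the Cy5 over europium emission ratio at 671 and 618 nm; 0% = plate median of compound wells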
HTRA1 inh = HTRA1 serine protease inhibitors, primary screen, biochemical, fluorescence polarization, HTS | Q92743 | recombinant HTRA1, FP-rhodamine activity-based probe | inhibition, % at 5.96 µM | 0.5% of 340,000 active | AID 504803, 2011; in the data active = inhibition above about 36%;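 also: 0% = enzyme with DMSO and 100% = wells lacking enzyme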
TCR-CD3 inh = inhibitors of human TCR-CD3 interaction, primary screen, biochemical, fluorescence, TAMRA-labeled TCR probe. T-cell receptor (TCR). inhibition, % at 9.4 µM. 0.37% of 360,000 active; in the data active = inhibition above about 19%;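 also: recombinant mutant TCR 2C K166C tagged with TAMRA read by polarization; 0% = receptor in buffer alone and 100% = receptor with positive control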
PRMT1 FP inh = PRMT1 methyltransferase inhibitors, primary screen, biochemical, fluorescence polarization | inhibition, % at 2.79 µM | Protein arginine N-methyltransferase 1 (Homo sapiens), Q99873 | 1.3% of 370,000 active | recombinant PRMT1, activity-based probe fluorescence polarization | AID 652257, 2013;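 active = inhibition above about 21% made by adding two undisclosed values, limit read from the data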
mABHD4 FP = ABHD4 inhibitors, primary screen, biochemical, fluorescence polarization, mouse; AID 720543, 2013; purified mABHD4, FP-Rh probe fluorescence polarization; inhibition, % at 8.92 µM; 0.54% of 370,000 active;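 active = inhibition exceeding the mean over every tested compound plus 3 SD, cut at about 30% in these data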;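 also: 0% = plate median of compound wells and 100% = S159A mutant with DMSO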
Target sequence (Q8VD66 whole entry, looked up): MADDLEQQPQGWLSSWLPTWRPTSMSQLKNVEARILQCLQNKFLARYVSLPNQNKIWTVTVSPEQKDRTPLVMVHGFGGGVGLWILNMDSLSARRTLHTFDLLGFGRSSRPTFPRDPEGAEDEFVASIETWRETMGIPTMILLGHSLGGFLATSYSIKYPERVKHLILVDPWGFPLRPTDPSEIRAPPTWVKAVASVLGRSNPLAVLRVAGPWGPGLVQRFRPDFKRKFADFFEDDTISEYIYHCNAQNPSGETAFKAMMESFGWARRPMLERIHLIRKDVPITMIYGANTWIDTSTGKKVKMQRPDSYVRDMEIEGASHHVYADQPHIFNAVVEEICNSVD
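System: mouse ABHD4 enzyme, wild type / Medium: HEPES pH 7.0, NaCl, Pluronic buffer / Reagent: FP-Rh activity-based fluorescent probe / Control set: S159A mutant high control, sample median low control / Detection: fluorescence polarization with parallel and perpendicular emission, 525/598 nm / Schedule: 45 min + 60 min at 25 °C / Compound dosing: 8.92 µM, single dose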
rCAG RNA binder = binders of r(CAG) RNA repeats, primary screen, biochemical, fluorescence. r(CAG) RNA repeat, TO-PRO-1 dye displacement fluorescence. inhibition, % at 3 µM. 1.3% of 370,000 active. AID 651821, 2012;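 active = inhibition above the plate cutoff, the mean of all test compounds on that plate plus 3 SD, cut at about 35% in these data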;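 also: 0% = DMSO alone and 100% = 100 µM mitoxantrone as full dye displacement; higher means more dye released from RNA so lower well fluorescence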
PG9 binder = binders of HIV-1 gp120 antibody PG9, primary screen, biochemical, TR-FRET; AID 624416, 2012; 0.43% of 360,000 active; TR-FRET gp120-PG9 antibody binding; inhibition, % at 6.7 µM; in the data active = inhibition above about 8.5%
Rev-erbA mod = modulators of Rev-erb alpha DNA binding, primary screen, biochemical, FITC-DNA, fluorescence polarization, uHTS. activity, % at 10 µM. Nuclear receptor subfamily 1 group D member 1 (Homo sapiens), P20393. Rev-erbα–FITC-DNA binding, 90 min. AID 1259318, 2017. 0.79% of 370,000 active;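 active = activity above about 14%, limit read from the data; passing the limit was not always enough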;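 also: 0% = DMSO wells with 35 nM protein and 100% = DMSO wells with 750 nM protein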
An asterisk follows results filed as active; . = not tested or not shown. Not all compounds are listed; count on the stated rates, not on these rows.

| SMILES | UHRF1 MBD2 ctr | MBD2 inh | LEDGF integ inh | HTRA1 inh | TCR-CD3 inh | PRMT1 FP inh | mABHD4 FP | rCAG RNA binder | PG9 binder | Rev-erbA mod |
| --- | --- | --- | --- | --- | --- | --- | --- | --- | --- | --- |
| COC(=O)C1C(c2ccc(OC)cc2)C(C(=O)OC)S(=O)(=O)C(CCN2CCCCC2)S1(=O)=O (stereo unspecified) | 3 | 0 | -1 | -2 | -3 | 4 | 2 | -6 | 0.6 | 4 |
| O=C(O)c1sccc1Oc1ccc(F)cc1[N+](=O)[O-] | -3 | -1 | -2 | 14 | 5 | -2 | 4 | 2 | -2.1 | 2 |
| O=C(CSc1nnc(CNC(=O)c2ccco2)o1)Nc1cccc(Cl)c1 | 1 | 2 | -4 | 1 | 5 | 1 | 3 | 2 | -1.2 | 1 |
| COc1cc(C(=O)Nc2nnc(CC(C)C)s2)c([N+](=O)[O-])cc1OC | -4 | -1 | 3 | -5 | 3 | 2 | -2 | -1 | -2.5 | -10 |
| COc1ccccc1/C=C/C(=O)c1ccccc1 | 0 | -1 | -2 | -9 | 0 | -2 | -1 | -4 | -1.6 | -4 |
| Cc1cc(C)c(C#N)c(Nc2ccccc2F)n1 | 4 | -2 | 1 | 2 | 1 | -1 | 3 | 0 | -0.3 | -4 |
| Cc1ccc(NC(=O)CCN2C(=O)NC3(CCCC3)C2=O)cc1S(=O)(=O)N1CCOCC1 | -1 | 1 | -6 | 3 | -2 | -1 | 4 | 2 | -0.4 | -1 |
| NC(=O)c1ncn([C@@H]2O[C@H](C(=O)N[C@H](Cc3c[nH]c4ccccc34)C(=O)N3CCN(C(=O)N4CCCCC4)CC3)[C@@H](O)[C@H]2O)n1 | -2 | 4 | 2 | . | 3 | -1 | -3 | -1 | -0.7 | 2 |
| O=C(Cc1ccccc1)NNc1ccc2ccccc2c1 | 0 | -5 | 2 | -8 | 5 | 3 | 8 | 6 | -1.2 | 3 |
| O=C(NNC(=O)c1cc2cc(OC(F)(F)F)ccc2[nH]1)c1ccc(Cl)cc1 | 1 | 1 | 2 | . | -5 | 3 | -18 | -1 | -0.9 | 1 |
| Cc1ccc(NC(=O)CN(C)C(=O)Nc2ccc(C)cc2)cc1 | -1 | 2 | 3 | 1 | 2 | 1 | 3 | 0 | 0.0 | 0 |
| CC(C)CC(=O)Nc1c2c(nn1-c1ccc(F)cc1)CS(=O)C2 (stereo unspecified) | -1 | -3 | 0 | 5 | 6 | -2 | 8 | 5 | -1.3 | 0 |
| O=C(CN1CCC(n2nnc3cc(F)ccc32)CC1)N1CCCc2ccccc21 | -4 | -4 | -1 | 2 | 1 | -3 | 2 | -6 | -0.2 | -5 |
| NC(=O)C1=NOC(CNc2ncc(C(F)(F)F)cc2Cl)C1 (stereo unspecified) | 4 | 5 | 1 | 2 | -6 | 4 | -8 | -1 | 1.0 | 2 |
| CCN(CC)S(=O)(=O)c1cccc(NC(=O)c2ccccc2Br)c1 | -1 | 2 | -2 | -8 | 2 | 0 | -4 | 4 | -1.8 | 3 |
| O=C(CSc1nnc(Cc2ccccc2)c(=O)[nH]1)Nc1ccccc1 | 2 | 6 | 2 | 7 | 2 | 1 | -4 | 7 | -2.4 | -3 |
| Cc1nc(N/N=C/c2ccc(O)cc2)c2cnn(-c3ccccc3)c2n1 | -1 | 2 | 6 | -25 | -3 | -3 | 1 | 34 | -3.7 | 5 |
| CN(/N=C/c1ccc(-c2ccc([N+](=O)[O-])cc2)o1)c1ccccc1 | 1 | 3 | 4 | -16 | -32 | 2 | -16 | -4 | -3.1 | 9 |
| CC(=O)OCn1nnc2ccccc2c1=O | 1 | 2 | -2 | -1 | 3 | -1 | -1 | 0 | 0.2 | 1 |
| COc1cc(C(=O)NCCC(=O)N2CCN(C)CC2)cc(OC)c1OC | -1 | 1 | 5 | 17 | 3 | -3 | 1 | -2 | 0.1 | -4 |
| CC(=O)c1cccc(NC(=S)NC(=O)c2ccc(Br)cc2)c1 | 0 | 1 | -1 | 0 | -1 | 0 | -6 | 1 | -0.4 | -4 |
| O=C(O)C1CCN(C(=O)c2ccc(Cl)cc2)CC1 | -1 | 0 | 3 | 6 | 7 | -3 | -2 | -2 | 0.2 | -1 |
| Cc1ccc(N(CC(=O)NCc2ccco2)C(=O)CCC(=O)Nc2ccccn2)cc1C | 1 | 2 | 2 | 2 | 3 | -1 | -1 | -7 | -1.0 | 2 |
| CCN(CC)CCNC(=O)c1ccc(NC(=O)c2ccc(-n3cncn3)c([N+](=O)[O-])c2)cc1 | 5 | -1 | -3 | 7 | -8 | 3 | 6 | 2 | -0.6 | 3 |
| COC(=O)c1c(NC(=O)c2ccccc2F)sc2c1C(C(=O)OC)CC2 (stereo unspecified) | 1 | 1 | 1 | 4 | 3 | 1 | 2 | 2 | -3.1 | -1 |
| COc1cccc(N2[C@@H](CC(=O)O)c3cc(C(F)(F)F)ccc3S2(=O)=O)c1 | -4 | -2 | -4 | 3 | 8 | 2 | 5 | 5 | -1.7 | -1 |
| FC(F)(F)c1cc(-c2ccco2)nc(-n2cnc3ccccc32)n1 | 0 | -1 | -1 | 0 | 11 | -1 | -2 | 4 | -1.4 | 12 |
| COc1ccc(C(=O)C2(C(=O)NCc3ccccc3)CC(c3ccccn3)=NO2)cc1 (stereo unspecified) | -1 | 0 | 1 | . | . | -3 | 1 | 0 | . | -1 |
| COc1ccc(F)cc1S(=O)(=O)N1CCC2(CC1)OCCN2S(=O)(=O)c1cccs1 | -2 | -1 | -1 | 2 | 3 | -4 | 1 | 0 | 2.5 | 1 |
| CC(=O)c1ccc(OCC(=O)OCc2cc(-c3ccco3)on2)cc1 | 0 | -2 | 0 | -5 | 4 | -1 | 4 | 8 | 1.3 | -6 |

Carrying on:
| SMILES | UHRF1 MBD2 ctr | MBD2 inh | LEDGF integ inh | HTRA1 inh | TCR-CD3 inh | PRMT1 FP inh | mABHD4 FP | rCAG RNA binder | PG9 binder | Rev-erbA mod |
| --- | --- | --- | --- | --- | --- | --- | --- | --- | --- | --- |
| CCC1(c2ccc(F)cc2)NC(=O)N(CC(=O)N2c3ccccc3NC(=O)C2(C)C)C1=O (stereo unspecified) | -2 | 1 | 2 | -1 | -2 | -3 | 1 | -4 | -1.9 | -1 |
| Cc1cc(C)c(S(=O)(=O)O)c(C)n1 | -1 | -1 | -1 | 5 | -2 | 1 | -2 | 0 | -1.3 | 4 |
| O=C(CN1C(=O)CCC1=O)Nc1nc2c(F)cc(F)cc2s1 | 0 | -1 | -3 | 3 | -1 | 0 | 3 | 0 | -0.5 | 0 |
| O=C(CN1C(=O)c2cccc3cccc(c23)C1=O)N1CCN(c2ccccn2)CC1 | -3 | -7 | 3 | 6 | 5 | -1 | -1 | -2 | -1.8 | 7 |
| CSCCC(NC(=O)c1cc(CC(C)C)oc1C)C(=O)O (stereo unspecified) | -3 | 2 | 0 | 8 | -4 | 6 | 0 | 1 | 0.0 | -1 |
| Cc1cccc(C)c1OCC(=O)NCC1COc2ccccc2O1 (stereo unspecified) | 0 | -3 | -4 | -6 | 1 | 2 | -5 | 2 | -0.6 | 0 |
| CN(C)c1ccc(C(=N)Cc2ccc3ccccc3n2)cc1 | -3 | -7 | 7 | -3 | -7 | -4 | -37 | 10 | -2.5 | 4 |
| O=C(CN1CCC(NC(=O)Nc2ccccc2)CC1)Nc1ccccc1F | 0 | 4 | -3 | -5 | -4 | 1 | 8 | -1 | -0.9 | 8 |
| Cc1ccc(C(=O)Nc2cc(C)c(OCC(=O)N3CCOCC3)c(C)c2)cc1 | -1 | -3 | 0 | -1 | 7 | -1 | 2 | -7 | -0.6 | -4 |
| CCN1CC(CN(C)Cc2nc(-c3ccc(C(F)(F)F)cc3)no2)CC1=O (stereo unspecified) | -2 | -5 | -1 | 2 | -11 | 1 | 1 | -13 | 1.4 | -4 |
| CCCCNC(=O)CSc1nc(Cc2ccccc2)nc2ccccc12 | 1 | -1 | 1 | -13 | -2 | -3 | 0 | 2 | 3.0 | 3 |
| O=C(Nc1ccc(C(F)(F)F)cc1)c1cc(-c2cccnc2)nc2ccc(Br)cc12 | 0 | 4 | -1 | -2 | 1 | -2 | -5 | 4 | 0.1 | 34* |
| CCOc1ccc(C(C)C)cc1S(=O)(=O)N1CCOCC1 | -5 | 3 | 2 | 0 | -1 | -1 | 1 | -6 | 0.3 | -3 |
| COc1ccc(OCC(=O)Nc2ccncc2)cc1 | 2 | 3 | -9 | 3 | -11 | 3 | 3 | -4 | 0.8 | -8 |
| Cc1cc(OCC(=O)c2ccc(C(F)(F)F)cc2)n2cnnc2n1 | -1 | 4 | 3 | 2 | 0 | -7 | -2 | -3 | -0.5 | 0 |
| CCOC(=O)CC(NC(=O)c1cccs1)c1ccc(OCC)cc1 (stereo unspecified) | 0 | 5 | -1 | -2 | 0 | -2 | -3 | -4 | -0.9 | -4 |
| OC[C@@H]1[C@@H](c2ccc(Cl)cc2)C(c2ccccc2)=NN1c1ccccc1 | 14 | -4 | -2 | 14 | 5 | 2 | -2 | 10 | 3.6 | -6 |
| Cc1cc2c(c(C)c1Br)C(c1ccc3c(c1)OCO3)CC(=O)O2 (stereo unspecified) | -1 | 0 | -5 | -21 | 2 | 1 | -15 | 4 | -0.4 | 3 |
| CC12CC(O)C3c4ccc(O)cc4CCC3C1CC/C2=N\O (stereo unspecified) | 0 | -1 | 4 | 4 | 4 | -7 | -4 | -1 | -0.6 | 8 |
| CSc1nnc(N2C(=O)C(O)=C(C(=O)c3ccc(C)o3)C2c2ccc(C)cc2)s1 (stereo unspecified) | 16 | 0 | -1 | -12 | -4 | 14 | -2 | 39* | 1.7 | 7 |
| COc1ccccc1NC(=O)CSc1nnc(C)s1 | 2 | 1 | -7 | 4 | -6 | 8 | 7 | -1 | -2.4 | 6 |
| Cc1cc(C)n(CC(=O)N/N=C/c2ccco2)n1 | -2 | 2 | 1 | 3 | 0 | 0 | 0 | -2 | -1.1 | -7 |
| COc1ccc(-c2cn[nH]c2N)cc1OC | 0 | -3 | -3 | 5 | 5 | -1 | -4 | 3 | -0.9 | -1 |
